Mdm2 MdmX PPI – inhibitors of human Mdm2-MdmX association, primary screen, cell-based, luminescence, split luciferase, SaOS-2, uHTS | actives 3% (n = 330,000) | Protein Mdm4 (Homo sapiens) + E3 ubiquitin-protein ligase Mdm2 (Homo sapiens), … | AID 485346, 2010 | SaOS-2 split-luciferase Mdm2/MdmX complementation | inhibition, % at 8 µM;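 active means inhibition of at least 50% at 8 µM in the primary screen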
Target sequence (O15151 whole entry, looked up): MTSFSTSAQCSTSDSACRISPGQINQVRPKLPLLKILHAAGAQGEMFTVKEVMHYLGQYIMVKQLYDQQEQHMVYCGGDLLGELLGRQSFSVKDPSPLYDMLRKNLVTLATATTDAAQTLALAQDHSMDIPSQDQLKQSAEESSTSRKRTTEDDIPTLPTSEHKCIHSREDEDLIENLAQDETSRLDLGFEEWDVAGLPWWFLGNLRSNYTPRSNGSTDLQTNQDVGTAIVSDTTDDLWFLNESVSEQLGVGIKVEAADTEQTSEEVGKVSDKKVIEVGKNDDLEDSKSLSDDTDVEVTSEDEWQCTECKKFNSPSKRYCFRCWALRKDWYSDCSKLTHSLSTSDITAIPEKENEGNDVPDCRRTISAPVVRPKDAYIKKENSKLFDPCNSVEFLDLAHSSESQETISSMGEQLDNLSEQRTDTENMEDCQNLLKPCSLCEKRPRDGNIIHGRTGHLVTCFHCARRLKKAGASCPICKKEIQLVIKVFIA
Target sequence (Q00987 whole entry, looked up): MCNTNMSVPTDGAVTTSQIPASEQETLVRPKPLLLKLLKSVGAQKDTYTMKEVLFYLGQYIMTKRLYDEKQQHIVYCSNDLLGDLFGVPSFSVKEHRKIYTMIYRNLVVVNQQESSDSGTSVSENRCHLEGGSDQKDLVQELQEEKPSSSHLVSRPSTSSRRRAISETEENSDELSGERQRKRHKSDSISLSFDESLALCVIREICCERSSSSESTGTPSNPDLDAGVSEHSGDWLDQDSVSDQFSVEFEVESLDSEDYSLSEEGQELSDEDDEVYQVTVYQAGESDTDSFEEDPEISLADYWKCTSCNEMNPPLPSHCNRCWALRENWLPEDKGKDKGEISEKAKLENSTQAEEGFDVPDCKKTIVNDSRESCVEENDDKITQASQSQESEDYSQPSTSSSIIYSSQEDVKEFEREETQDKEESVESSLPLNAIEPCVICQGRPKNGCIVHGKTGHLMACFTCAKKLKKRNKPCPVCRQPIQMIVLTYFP
tim23-1 inh – growth inhibitors of tim23-1 mutant yeast, primary screen, luminescence, uHTS; S. cerevisiae tim23-1 growth, BacTiter-Glo luminescence, 24 h; inhibition, % at 20 µM; actives 1.3% (n = 330,000);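 active means growth inhibition of the mutant yeast at or above 50%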;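 further: temperature-sensitive mutant grown at 25 °C; plate controls were DMSO-treated mutant yeast for no effect and medium wells lacking yeast for full effect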
APJ agonist – agonists of human apelin receptor APJ, primary screen, CHO-K1 cells, PathHunter beta-arrestin, luminescence. 0% DMSO wells, 100% apelin. activation, % at 20 µM. actives 0.11% (n = 330,000);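 active means activation more than six SD over the plate average, tested at 20 µM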;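 further: 0% = DMSO alone and 100% = apelin-13 at 10 nM; some results filed as inactive read as strong as hits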
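Assay system: CHO-K1 APJ beta-arrestin complementation cell line / Compound: single test compound dose, 20 µM final, 1% DMSO / Times: overnight seeding, 90 min compound at 25 °C, 1 h detection / Technique: beta-gal luminescence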
UPR CHOP act – activators of apoptotic CHOP UPR arm, primary screen, cell-based, CHO-CHOP luciferase reporter, luminescence, uHTS; UPR activation; percent of tunicamycin response over DMSO baseline; activation, % at 10 µM; actives 0.34% (n = 330,000); AID 449763, 2010;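 active means at 10 µM dose, activation of 40% or more, normalized to positive control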;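 further: 100% = tunicamycin at 10 µg/mL and 0% = DMSO alone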
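System: CHO-CHOP luciferase reporter cell line; amount: 500 cells/well; buffer or medium: F12 medium containing 10% fetal bovine serum; incubation: 6 h compound exposure at 37 °C after overnight seeding; measured by: luciferase luminescence after 10 min with Steady-Glo reagent; evaluation: % reporter activation, DMSO baseline versus tunicamycin full activation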
APJ antag – antagonists of human apelin receptor APJ, primary screen, CHO-K1 cells, beta-arrestin complementation, luminescence. P35414. inhibition, % at 20 µM. actives 0.32% (n = 330,000);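 active means inhibition above about 40% at 20 µM, limit read from the data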;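 further: cells challenged with 10 nM apelin-13 agonist together with compound; plate controls were apelin-13 plus DMSO wells for no effect and DMSO wells lacking apelin-13 for full effect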
XBP1 UPR activ – activators of adaptive XBP1 UPR arm, primary screen, cell-based, CHO-XBP1 luciferase reporter, luminescence, uHTS; IRE1-XBP1 UPR activation; percent of tunicamycin response, DMSO as zero; activation, % at 20 µM; actives 0.33% (n = 330,000); AID 463104, 2010;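 active means versus positive control, 20 µM dose yields 30% or more activation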;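 further: 100% = tunicamycin at 10 µg/mL and 0% = DMSO only wells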
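incubation = overnight seeding at 37 °C, 6 h compound treatment at 37 °C | assay system = CHO-XBP1 cells stably carrying IRE1-XBP1-driven luciferase reporter | input = 1000 cells per well | detection = luciferase luminescence | dosing = single point, 20 µM final compound, 1% DMSO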
697 NFkB inh – inhibitors of PMA/ionomycin-induced NF-kB reporter, 697 cells, primary screen, B-cell NF-kB inhibitor project, cell-based, luminescence, uHTS; 697 B-cell NF-kB luciferase reporter, 16 h; inhibition, % at 4 µM; actives 0.33% (n = 330,000); in the data active means inhibition above about 35%
Jurkat NFkB inh – inhibitors of induced NF-kB luciferase reporter, primary screen, TCR NF-kB activation inhibitor project, cell-based, luminescence, uHTS; Jurkat, PMA/ionomycin-induced NF-kB luciferase reporter; inhibition, % at 4 µM; actives 0.53% (n = 330,000); in the data active means inhibition above about 50%
The depositor's hits bear a star; . = no result given.

Order of results – Mdm2 MdmX PPI, tim23-1 inh, APJ agonist, UPR CHOP act, APJ antag, XBP1 UPR activ, 697 NFkB inh, Jurkat NFkB inh
O=C(CN(Cc1ccccc1)C(=O)CNS(=O)(=O)c1ccc(F)cc1)NCC1CCCO1 (stereo not drawn)
 : -5, 10, -4, 1.2, -3, 1, 15, 14
O=C(CCN1C(=O)/C(=C/c2ccccc2Cl)SC1=S)NN1CCOCC1
 : 9, 12, 7, 0.4, -34, -4, -25, 15
CCOc1ccccc1N1CCN(CC(=O)Nc2ccnn2C2CCCC2)CC1
 : 26, 3, -3, -1.3, 7, -3, -3, -3
O=C(c1ccc(Cl)c(Cl)c1)N1CCC(=O)N(C(COCc2ccccc2)Cc2ccccc2)CC1 (stereo not drawn)
 : 61*, 48, 2, 1.0, 12, -5, 8, 14
Cc1ccccc1C(=O)/C=C1/SCC(=O)N1C
 : -4, -11, -2, 0.9, 4, 2, 25, -4
COc1ccc(C(C)=O)cc1COC(=O)CNC(=O)C1CCCCC1
 : 20, -5, 1, -1.5, 20, 2, 2, 13
CC1=C(C(N)=O)C(c2cccs2)NC(=S)N1 (stereo not drawn)
 : -10, 10, 0, -0.4, -22, 0, 3, -2
COc1ccccc1OCC(=O)Nc1ccc(S(=O)(=O)Nc2cc(C)on2)cc1
 : 21, 11, -4, -1.0, 14, -4, -5, -1
O=C(CN(Cc1ccccc1)C(=O)CNS(=O)(=O)c1ccc(Cl)cc1)NCC1CCCO1 (stereo not drawn)
 : 2, 14, 0, 0.3, 13, 4, 7, -9
Cc1cccc(NS(=O)(=O)c2cccc(C(=O)NCc3ccccc3CN3CCOCC3)c2)c1
 : -4, 15, -2, -0.5, -9, -3, 11, -10
Nc1c(NC2CCCCC2)c2ccccc2oc1=O
 : 12, 33, -4, 3.4, -7, 0, -4, -2
COc1ccc(CC(=O)Nc2nn(C)c3nc4c(C)cccc4cc23)cc1
 : 28, 4, -2, 1.5, 14, 3, 8, -3
NNC(=O)Cn1c(-c2ccccc2)cc(=O)n2ncnc12
 : 11, 9, -3, 4.7, 5, -1, 11, 7
CC(C)[C@H](NC(N)=O)C(=O)Nc1cccc([N+](=O)[O-])c1
 : -20, 6, 0, 1.6, 17, -1, 5, 7
O=C(COC(=O)c1ccc[nH]c1=O)NC1CC1
 : 5, 1, -3, 1.5, 1, 2, 8, -4
Cc1ccc(C)c(NC(=O)Cc2nc(CNCC(C)C)cs2)c1
 : -3, 16, -2, 2.4, 27, -2, 12, 3
O=C(CCc1ccccc1)NCCC1=CCCCC1
 : -50, 12, 0, 4.0, 0, 1, -39, -29
CC1(C)Cc2c(C#N)c(NCCN3CCOCC3)nc(-c3ccco3)c2CO1
 : 0, 13, -1, -0.2, 15, -2, 4, 15
Cc1ccc(S(=O)(=O)NCCNc2ccc([N+](=O)[O-])cc2C(F)(F)F)cc1
 : 11, 19, -1, -0.5, 2, -2, -3, 5
S=C(Nc1ccc(Cl)c(Cl)c1)NC1CCCCC1
 : 85*, 34, 5, 2.6, 6, 3, -9, -15
CN(CC(=O)Nc1ccccc1Br)CC(=O)Nc1ccccc1C(F)(F)F
 : -3, 16, -4, -0.6, 6, -1, -6, 12
CCC(C)(C)n1nnnc1CN1CCN(c2ccc(OC)cc2)CC1
 : -10, 32, -3, -0.1, 2, -6, 6, 15
CCc1ccc2[nH]c(=O)c(C(c3nnnn3CCOC)N3CCN(c4ccc(F)cc4)CC3)cc2c1 (stereo not drawn)
 : -12, 13, 0, -0.3, -9, -1, -7, 0
O=C1OC/C(=C(/O)c2ccc(Cl)cc2)C1=O
 : 9, 11, -3, 0.9, 4, 0, 25, 11
COc1ccc([C@H]2/C=C\CN(C(=O)[C@H](Cc3ccccc3)NC(=O)OCC3c4ccccc4-c4ccccc43)CC(=O)N2Cc2ccc(F)cc2)cc1
 : -12, 14, 9, 1.1, -76, -1, 14, 3
CCOc1ccc(S(=O)(=O)Nc2cc(C)ccn2)c2ccccc12
 : 26, -7, 1, -0.1, -2, 0, -2, 2
CCCOP(=O)(c1ccc(N(C)C)cc1)C(O)c1ccccc1OC (stereo not drawn)
 : 22, 10, -2, -2.9, 11, -2, 2, 9
CCN(CC)C(=O)Cn1cc(C(=O)C2CC2)c2ccccc21
 : 2, 18, -3, 0.4, 12, -1, 10, -6
CN(C)C(=O)c1ccccc1Sc1ccc(Cl)cc1Cl
 : -16, 32, -3, -0.1, -10, 0, 2, -2
Cc1ccc(Cl)cc1-n1c(=O)cc(N2CC(C)OC(C)C2)[nH]c1=O (stereo not drawn)
 : -3, 0, -3, 0.6, -3, 1, 15, -6
CC(CNC(=O)Cn1cnc2c(NCc3ccccc3)ncnc21)c1ccccc1 (stereo not drawn)
 : 21, 26, ., 2.2, ., -2, 12, .
CC(C)c1nc(NCCN2CCOCC2)c(C#N)c2c1COC(C)(C)C2
 : 3, -68, -1, -0.5, -1, -1, -25, -4
CC(C)(CO)CNC(=O)CC1C(=O)NCCN1CC(c1ccccc1)c1ccccc1 (stereo not drawn)
 : 13, 19, -2, 1.9, -12, -3, 2, 10
O=C(CCNC(=O)C1CCN(S(=O)(=O)c2ccccc2)CC1)NCCc1cccc(F)c1
 : 1, -4, 1, 3.4, -7, -6, -17, 0
Cc1cc[n+](-c2ccccc2)c2ccccc12
 : -35, 12, 1, 0.6, 20, -1, -15, 16
O=C(NCC1CCCO1)C(=O)N/N=C/c1ccc(OCc2ccccc2Cl)cc1 (stereo not drawn)
 : -14, 0, -3, 3.6, 2, 0, 2, -37
COc1ccc(NC(=O)CSc2nnc(-c3cccs3)n2-c2ccccc2)cc1
 : 46, -13, -2, -4.4, 22, -4, 3, 4
O=C(O)C1C2C=CC(C2)C1C(=O)Nc1cccc(C(F)(F)F)c1 (stereo not drawn)
 : 15, -7, -3, -0.5, -6, -3, -1, -17
CCc1ccc(NC(=O)Cn2nnc(C(=O)NCCc3ccc(OC)c(OC)c3)c2N)cc1
 : 32, 0, 4, 0.9, -5, -5, -7, 8
CN1CCN(CCc2nc3cc(NC(=O)COc4ccc(Cl)cc4)ccc3n2C)CC1
 : 5, -15, 16, -1.1, -6, -3, -19, -7
COc1ccc(CCNC(=O)COC(=O)/C=C/c2ccc(OCC#N)c(OC)c2)cc1
 : 15, -27, -1, -1.0, 1, -1, 17, 3
CC(C)Oc1ccc(C(=O)NC2=NCCS2)cc1
 : -133, 8, 2, -2.3, -17, -2, -168, -146
O=S(=O)(c1ccc(F)c(F)c1)N1CCN(Cc2ccc3c(c2)OCO3)CC1
 : 22, 16, -1, -2.7, 6, 0, 11, 3
CN1CCN(NC(=O)c2cccs2)CC1
 : 1, 2, -2, 0.7, -1, 0, 12, 6
Cc1cc(C)n(CNc2nc(C(F)(F)F)cs2)n1
 : 25, -2, -3, -0.4, 18, 3, 18, 2
CCCc1cc(=O)[nH]c(SCC(=O)Nc2cc(S(=O)(=O)N3CCOCC3)ccc2Cl)n1
 : 9, -13, 0, -2.4, -5, -3, 11, -1
Cc1ccccc1N(CC(=O)N/N=C/c1ccccc1Cl)C(=O)c1ccccc1
 : 15, -3, 1, -0.1, 2, 8, -3, 11
CCOCCOC(=O)c1cccc2c1-c1ccccc1C2=O
 : 2, 15, -1, 0.5, 11, -1, 15, -3
COc1ccc(N(CC(=O)N2CCc3ccccc3C2)S(=O)(=O)c2c(C)[nH]c(=O)[nH]c2=O)cc1
 : -2, 11, 1, -0.1, -7, 0, 12, 9
CNc1ccc(Oc2nc([N+](=O)[O-])nn2C)cc1
 : 13, -1, 3, -0.6, -40, 0, 11, 0

The list continues.
Order of results – Mdm2 MdmX PPI, tim23-1 inh, APJ agonist, UPR CHOP act, APJ antag, XBP1 UPR activ, 697 NFkB inh, Jurkat NFkB inh
CCOCCCNC(=O)c1ccccc1SC
 : 9, -4, -1, -1.7, 10, -6, 9, 7
COc1ccc(N=Nc2ccc(O)c3ncccc23)cc1
 : 77*, 47, -9, 153*, 46*, 11, -122, 74*
CCc1nn(C(CC)C(=O)NCc2cccc(OC)c2)c(=O)c2cc3occc3n12 (stereo not drawn)
 : 21, 16, 0, 0.4, 10, -4, 12, -4
CCOC(=O)CSc1cc(CS(C)(=O)=O)nc(-c2ccccn2)n1
 : 43, 0, 1, -0.7, -32, -1, -40, -5
O=C(Nc1cccc(O)c1)C1CCCN1C(=O)OCc1ccccc1 (stereo not drawn)
 : 6, 3, -1, -3.0, -12, 1, 12, -26
CCOC(=O)c1c(NCCN(C)C)c2ccccc2[nH]c1=O
 : 5, 21, 0, 0.4, -22, -1, -1, -11
CCOC(=O)CCn1c2nc(C)cc(C)c2c(=O)n1-c1ccccc1
 : 3, -6, -1, -0.6, 7, -2, -2, -15
CCc1nc(SCC(=O)Nc2c(C)n(C)n(-c3ccccc3)c2=O)n[nH]1
 : 8, -6, 0, -1.3, 2, -2, 6, 12
CCC1(CC)C(=O)NC(=O)NC1=NCCc1ccc(O)cc1
 : 11, 6, -4, -0.9, 9, -4, 14, 3
CC(C)(C)N1CC23C=CC(C[C@@H]2C1=O)O3 (stereo partly drawn)
 : -30, 12, 8, -1.5, 6, 2, 14, -3

Some of the entries so far, bar-delimited.
mol | Mdm2 MdmX PPI | tim23-1 inh | APJ agonist | UPR CHOP act | APJ antag | XBP1 UPR activ | 697 NFkB inh | Jurkat NFkB inh
O=S(=O)(c1ccc(F)c(F)c1)N1CCN(Cc2ccc3c(c2)OCO3)CC1 | 22 | 16 | -1 | -2.7 | 6 | 0 | 11 | 3
CN1CCN(NC(=O)c2cccs2)CC1 | 1 | 2 | -2 | 0.7 | -1 | 0 | 12 | 6
Cc1cc(C)n(CNc2nc(C(F)(F)F)cs2)n1 | 25 | -2 | -3 | -0.4 | 18 | 3 | 18 | 2
CCCc1cc(=O)[nH]c(SCC(=O)Nc2cc(S(=O)(=O)N3CCOCC3)ccc2Cl)n1 | 9 | -13 | 0 | -2.4 | -5 | -3 | 11 | -1
Cc1ccccc1N(CC(=O)N/N=C/c1ccccc1Cl)C(=O)c1ccccc1 | 15 | -3 | 1 | -0.1 | 2 | 8 | -3 | 11
CCOCCOC(=O)c1cccc2c1-c1ccccc1C2=O | 2 | 15 | -1 | 0.5 | 11 | -1 | 15 | -3
COc1ccc(N(CC(=O)N2CCc3ccccc3C2)S(=O)(=O)c2c(C)[nH]c(=O)[nH]c2=O)cc1 | -2 | 11 | 1 | -0.1 | -7 | 0 | 12 | 9
CNc1ccc(Oc2nc([N+](=O)[O-])nn2C)cc1 | 13 | -1 | 3 | -0.6 | -40 | 0 | 11 | 0
CCOCCCNC(=O)c1ccccc1SC | 9 | -4 | -1 | -1.7 | 10 | -6 | 9 | 7
COc1ccc(N=Nc2ccc(O)c3ncccc23)cc1 | 77* | 47 | -9 | 153* | 46* | 11 | -122 | 74*
CCc1nn(C(CC)C(=O)NCc2cccc(OC)c2)c(=O)c2cc3occc3n12 (stereo not drawn) | 21 | 16 | 0 | 0.4 | 10 | -4 | 12 | -4
CCOC(=O)CSc1cc(CS(C)(=O)=O)nc(-c2ccccn2)n1 | 43 | 0 | 1 | -0.7 | -32 | -1 | -40 | -5
O=C(Nc1cccc(O)c1)C1CCCN1C(=O)OCc1ccccc1 (stereo not drawn) | 6 | 3 | -1 | -3.0 | -12 | 1 | 12 | -26
CCOC(=O)c1c(NCCN(C)C)c2ccccc2[nH]c1=O | 5 | 21 | 0 | 0.4 | -22 | -1 | -1 | -11
CCOC(=O)CCn1c2nc(C)cc(C)c2c(=O)n1-c1ccccc1 | 3 | -6 | -1 | -0.6 | 7 | -2 | -2 | -15

Source: PubChem BioAssay
